TcdB inh: TcdB glycohydrolase inhibitors, primary screen, biochemical, single point, plate reader; 350,000 tested, 0.24% active; inhibition, % at 9.99 µM; TcdB glycohydrolase enzymatic assay; in the data active means inhibition above about 10%
BoNT A protease: BoNT/A light chain protease inhibitors, primary screen, biochemical, flow cytometry, MLPCN library | Botulinum neurotoxin type A light chain protease (Clostridium botulinum A str. ATCC 3502) | multiplex microsphere protease substrate cleavage | inhibition, % at 10 µM | 360,000 tested, 0.17% active; further: plate controls were buffer without enzyme for full effect and enzyme alone for no effect
PriA SSB inh: inhibitors of Klebsiella pneumoniae PriA binding to SSB C-terminal tail, primary screen, biochemical, AlphaScreen; AlphaScreen SSBct-PriA binding, biotinylated peptide; PriA–SSB C-terminal tail interaction (Klebsiella pneumoniae); 430,000 tested, 0.6% active; AID 1272365, 2023; inhibition, % at 33 µM; in the data active means inhibition mostly above about 37%, no sharp cut-off; inactive means mostly below about 20%;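 further: plate controls were negative control peptide for no effect and reference peptide for full effect; strong numbers were not always called active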
PfHsp40 yeast: rescue of yeast from PfHsp40 toxicity, primary screen, S. cerevisiae, ATP luminescence; S. cerevisiae expressing PfHsp40, growth rescue; growth rescue, % at 12.5 µM; 340,000 tested, 0.68% active; in the data active means growth rescue above about 28%, passing the limit was not always enough; inconclusive means no clear call, values can overlap the other calls;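 further: yeast W303a lacking pdr1 and pdr3 grown in galactose medium; growth measured after three days at 30 °C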
Yp Topo-I inh: Yersinia pestis topoisomerase I inhibitors, primary screen, biochemical, cleavage product accumulation, plate reader, single point. AID 504884, 2011. DNA topoisomerase I (Yersinia pestis CO92). 360,000 tested, 0.064% active. activity, % at 10 µM. Y. pestis Topo-I cleavage product accumulation; in the data active means activity above about 50%, passing the limit was not always enough; inconclusive means no clear call, values can overlap the other calls; further: inactives centre near 2
Vc quorum ag: inducers of Vibrio cholerae quorum light production without autoinducers, primary screen, BH1578 luxS cqsA deficient, single point; V. cholerae BH1578 lux reporter, luminescence, 6 h; AID 588436, 2011; 350,000 tested, 0.16% active; activation, % at 18.7 µM; in the data active means activation mostly above about 9.7%, no sharp cut-off; inconclusive means no clear call, values can overlap the other calls; inactive means mostly below about 3.7%; further: not every result past the cut was called active; inactives centre near 0; reference of the scale not given here
Anthrax LF inh2: Bacillus anthracis LF protease inhibitors, primary screen, biochemical, multiplex microsphere, MLPCN library; multiplex microsphere protease cleavage assay; inhibition, % at 10 µM; 360,000 tested, 0.12% active; further: plate controls were buffer without enzyme for full effect and enzyme alone for no effect
Target sequence (P15917 whole entry, looked up): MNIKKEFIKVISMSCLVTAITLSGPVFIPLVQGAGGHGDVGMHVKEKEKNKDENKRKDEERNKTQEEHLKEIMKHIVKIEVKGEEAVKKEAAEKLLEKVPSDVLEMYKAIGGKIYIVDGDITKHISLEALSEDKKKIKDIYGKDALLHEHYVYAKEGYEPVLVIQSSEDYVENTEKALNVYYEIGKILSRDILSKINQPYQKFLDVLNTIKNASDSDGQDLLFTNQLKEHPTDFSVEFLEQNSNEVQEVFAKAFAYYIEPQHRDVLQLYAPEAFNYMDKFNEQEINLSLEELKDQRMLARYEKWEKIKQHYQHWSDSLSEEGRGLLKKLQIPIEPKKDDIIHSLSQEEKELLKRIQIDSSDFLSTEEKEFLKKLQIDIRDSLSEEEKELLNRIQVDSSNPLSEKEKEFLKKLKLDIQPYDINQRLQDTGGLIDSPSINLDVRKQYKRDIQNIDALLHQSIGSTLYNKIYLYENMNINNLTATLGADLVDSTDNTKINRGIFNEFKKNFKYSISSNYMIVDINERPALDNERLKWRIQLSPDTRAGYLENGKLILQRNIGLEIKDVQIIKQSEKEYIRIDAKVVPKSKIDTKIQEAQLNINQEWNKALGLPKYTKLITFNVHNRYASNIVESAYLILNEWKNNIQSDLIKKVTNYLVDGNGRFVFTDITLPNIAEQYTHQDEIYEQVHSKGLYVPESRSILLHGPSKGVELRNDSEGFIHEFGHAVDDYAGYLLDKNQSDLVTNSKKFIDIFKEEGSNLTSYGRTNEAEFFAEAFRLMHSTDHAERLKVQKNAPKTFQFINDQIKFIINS
PrPC TRFRET: inhibitors of human cell surface prion protein PrPC, primary screen, cell-based, TR-FRET. Major prion protein (Homo sapiens), P04156. TR-FRET read-out. inhibition, % at 13.8 µM. 370,000 tested, 0.43% active; in the data active means inhibition above about 24%; further: 0% = median of the test wells and 100% = reference compound wells
3CLpro inhibitor: SARS-CoV 3CLpro protease inhibitors, primary screen, biochemical, quenched FRET; recombinant SARS-CoV 3CLpro, quenched FRET peptide cleavage; Replicase polyprotein 1ab (Severe acute respiratory syndrome coronavirus), P0C6X7; 290,000 tested, 0.14% active; inhibition, % at 6 µM; AID 1706, 2009; in the data active means inhibition above about 12%
Starred values were filed as active, the others as inactive; i = inactive; ? = inconclusive; / = no result given; & = joins results of further samples. Unless noted, no stated cut-off is given here; in the data, active means inhibition above about 30%; inconclusive means no clear call, values can overlap the other calls; inactive means below that.

SMILES	TcdB inh	BoNT A protease	PriA SSB inh	PfHsp40 yeast	Yp Topo-I inh	Vc quorum ag	Anthrax LF inh2	PrPC TRFRET	3CLpro inhibitor
CCN(CC)C(=O)c1ccc(C(=O)c2c(C)cc(C)cc2C)cc1	/	1.1	0	-0.2	29	/	4	5	3
NC(=O)NC(=O)COC(=O)CN1C(=O)C2CCCCC2C1=O (stereo unspecified)	0.4	-0.5	-9	-1.5	-5	-0.8	-1	0	1
Fc1ccc(CN2CC[C@H]3C=CCc4cccc(c43)C2)cc1	-0.3	0.6	-2	0.6	-8	-2.8	-3	-6	/
OCCN1CCOCCN(CCO)CCOCC1	/	1.0	-16	-1.7	0	i	-2	4	-6
COC(=O)c1ccc(C(=O)OC)c(NC2=NS(=O)(=O)c3ccccc32)c1	-5.1	-1.6	-18	-0.8	-2	-0.7	-7	-2	2
O=C(N/N=C/c1cccnc1)c1ccco1	2.1	2.1	i	-0.9	-2	-0.3	?	6	1
COc1cc(C(=O)N2CCN(C(=O)c3ccco3)CC2)c([N+](=O)[O-])cc1OC	1.0	-0.2	-5	-2.8	-2	-0.5	-7	-6	-2
CC(=O)N1CCN(C(=O)c2ccc(NS(=O)(=O)c3ccc4[nH]c(=O)[nH]c4c3)cc2)CC1	-0.2	-3.0	-13	-1.7	1	i	-5	-9	/
Cc1cc(C(F)F)n2nc(C(=O)Nc3ccccc3F)nc2n1	/	0.1	-5	6.3	0	-0.7	1	7	11
[O-][n+]1onc2c1C(N1CCOCC1)CCC2N1CCOCC1 (stereo unspecified)	/	0.2	-8	2.5	1	-0.3	1	-2	1
Cc1[nH]c2ccccc2c1SCC(=O)Nc1nccs1	-0.5	-0.8	1	0.5	-5	0.7	-7	-4	2
NC(=O)COC(=O)[C@H](Cc1ccccc1)NS(=O)(=O)c1ccc2c(c1)OCCO2	-0.1	-0.1	-7	0.5	-1	-1.7	1	1	/
O=C(NCCc1ccccc1)C(=O)NC1CCCCC1	1.2	0.5	-10	-0.2	7	1.8	0	0	-3
O=C(O)CCC(=O)NNC(=O)CCCOc1ccc(Cl)cc1Cl	/	0.3	-3	-0.5	-1	-0.8	-2	-8	3
COc1ccc(N2CCN(C3CCCN(C(=O)CN4CCCCC4=O)C3)CC2)cc1 (stereo unspecified)	2.2	0.3	-6	4.7	9	-0.9	0	-9	5
COC(=O)CCCC(=O)Nc1c(F)c(F)c(F)c(F)c1F	/	-0.4	-13	-0.2	-3	-0.3	-10	-4	-2
Cc1ccc(NC(=S)NNC(=O)Cn2nc(C(F)F)cc2C(F)F)cc1	0.1	-0.8	-5	0.5	1	-0.2	-1	2	0
C=C(C)c1cccc(C(C)(C)NC(=O)NC2CN3CCC2CC3)c1 (stereo unspecified)	/	1.5	1	0.2	-2	-1.3	3	0	0
COc1ccccc1NC(=O)C(C)N(C)CCOc1ccccc1 (stereo unspecified)	2.1	-0.1	-18	-0.1	3	0.4	-3	3	6
NCCSc1c(-c2ccccc2)[nH]c2ccccc12	1.4	-0.4	8	-0.3	-9	-0.3	-14	-9	1
Nc1ccc2c(c1)C(=NO)c1cc([N+](=O)[O-])ccc1-2	1.9	0.0	4	3.3	-46	-0.9	-8	-54	/
COc1cc(S(=O)(=O)Nc2ccc(C)cc2)ccc1N=Cc1c(C)[nH]n(-c2ccccc2)c1=O	0.9	-0.7	5	1.1	20	-0.3	0	3	7
CCOC(=O)C1=C(COC(=O)/C=C/c2ccccc2F)NC(=O)NC1C (stereo unspecified)	3.6	1.0	-6	0.0	12	-4.3	3	-5	/
CCc1nc2ccc(C(=O)N3CCCC(C(N)=O)C3)cn2c1N(CCC(C)C)CCN(C)C (stereo unspecified)	-6.7	-0.3	/	/	-1	i	-6	9	/
Cc1nnc(SCC(=O)NC2CCS(=O)(=O)C2)n1-c1ccccc1 (stereo unspecified)	0.0	-0.7	2	-0.3	7	4.3	-2	7	4
CCCn1c(N2CCN(S(=O)(=O)Cc3ccccc3)CC2)nc2ccccc21	/	0.8	1	-0.2	19	-5.0	-9	-3	-3
CCCCn1nc(C(=O)Nc2ccc(-n3cnnn3)cc2)c2ccccc2c1=O	1.4	/	-4	-0.5	1	i	/	-4	/
COc1cc(/C=N/NC(=O)C2(O)c3ccccc3-c3ccccc32)ccc1O	10*	0.8	/	-0.1	-5	-0.1	-2	4	0
Cc1cc(CN(Nc2ccccc2)c2ccccc2)cc(C)n1	1.3	0.2	/	/	27	-4.5	-4	5	/
Cc1ccc(S(=O)(=O)N2CCN(C(=O)COC(=O)CSc3cc(C)ccc3C)CC2)c(C)c1	0.1	-0.4	0	0.0	-8	i	5	-1	/
COC(=O)N/N=C/c1cc(C)n(-c2cccc3ccccc23)c1C	/	-0.2	/	-1.8	15	-0.5	-6	0	1
O=C(O)CCN1C(=O)/C(=C\c2ccc(-c3nc4ccccc4s3)o2)SC1=S	/	47*	0	-0.7	26	i	40*	/	5
COc1cc(/C=C/C(=O)O)cc(S(=O)(=O)NNC(=O)c2ccc3c(c2)OCO3)c1OC	-1.2	0.4	-3	0.2	-3	-0.8	-6	8	/
O=C(COc1ccc(C(F)(F)F)cc1[N+](=O)[O-])Nc1cccc(C(F)(F)F)c1	/	0.3	-3	-1.7	-10	i	-1	3	-2
CCSc1nnc(NS(=O)(=O)c2ccc(C)cc2)s1	/	-0.1	-6	-1.5	3	-0.6	-2	0	5
COc1cc(/C=C(\NC(C)=O)C(=O)NC(C)(C)C)ccc1OC(C)=O	/	0.3	13	0.5	4	-0.2	3	7	-5
S=c1[nH]nc(-c2cc(-c3ccsc3)n[nH]2)n1-c1cccc2ccccc12	-0.1	1.2	14	4.3	-10	6.7	0	-10	4
O=C(CSc1nc2ccccc2[nH]1)N/N=C/C=C/c1ccccc1[N+](=O)[O-]	/	-0.6	/	0.4	-2	-0.1	0	-9	0
Cc1c(C(=O)Nc2ccccc2)sc2ncn(CC(=O)N3CCCCC3)c(=O)c12	2.7	-1.0	-13	0.3	8	-9.4	-13	0	-1
CCn1ccc(-c2ccccc2)c(C#N)c1=O	1.9	-0.9	-3	-0.1	4	-1.5	-4	5	5

One compound at a time, from the list above:
`Cc1c(C(=O)Nc2ccccc2)sc2ncn(CC(=O)N3CCCCC3)c(=O)c12` as listed: TcdB inh = 2.7; BoNT A protease = -1.0; PriA SSB inh = -13; PfHsp40 yeast = 0.3; Yp Topo-I inh = 8; Vc quorum ag = -9.4; Anthrax LF inh2 = -13; PrPC TRFRET = 0; 3CLpro inhibitor = -1
`CCn1ccc(-c2ccccc2)c(C#N)c1=O` as listed: TcdB inh = 1.9; BoNT A protease = -0.9; PriA SSB inh = -3; PfHsp40 yeast = -0.1; Yp Topo-I inh = 4; Vc quorum ag = -1.5; Anthrax LF inh2 = -4; PrPC TRFRET = 5; 3CLpro inhibitor = 5
`Cc1cc(CN(Nc2ccccc2)c2ccccc2)cc(C)n1` as listed: TcdB inh = 1.3; BoNT A protease = 0.2; PriA SSB inh = /; PfHsp40 yeast = /; Yp Topo-I inh = 27; Vc quorum ag = -4.5; Anthrax LF inh2 = -4; PrPC TRFRET = 5; 3CLpro inhibitor = /

(listing goes on)
SMILES	TcdB inh	BoNT A protease	PriA SSB inh	PfHsp40 yeast	Yp Topo-I inh	Vc quorum ag	Anthrax LF inh2	PrPC TRFRET	3CLpro inhibitor
CC(C1CCN(Cc2nc(C3CC3)no2)CC1)N1CCOCC1 (stereo unspecified)	-0.7	-0.4	-3	0.7	13	-4.8	-12	9	-6
CCN(CC)CCCN=Cc1c(O)n(Cc2ccc(F)cc2)c(=O)[nH]c1=O	/	-0.6	-20	0.0	-1	i	7	-7	-1
CC(NC(=O)c1ccco1)c1cccc2ccccc12 (stereo unspecified)	/	1.1	9	1.2	-5	i	0	4	-6
COc1ccc(-c2cc3nc(C)cc(-c4ccc(OC)cc4)n3n2)cc1	0.7	-0.5	-32	-0.8	35	i	9	-12	4
CCOc1cc2[nH]c(=S)n(C3CC3)c(=O)c2cc1OCC	1.6	0.3	-10	0.1	3	0.6	1	-7	2
CCOC(=O)c1c(C)[nH]c(C)c1S(=O)(=O)N(C)CC(=O)Nc1ccccc1	0.6	0.2	-12	-1.3	-8	-0.6	1	2	0
Cn1cccc1CN1CCC[C@]2(N[C@H](c3ccccc3)[C@@H]3C(=O)N(Cc4ccccc4)C(=O)[C@@H]32)C1=O	0.1	2.8	/	/	17	-0.5	8	1	/
C=CCN1CN(S(=O)(=O)c2ccc(OC)cc2)c2nc3ccccc3nc21	1.0	1.5	-9	-1.1	31	-0.3	-1	-1	1
Cc1c(NS(=O)(=O)c2cc(NC(=O)CCN3CCCC(C)C3)ccc2Cl)c(=O)n(-c2ccccc2)n1C (stereo unspecified)	-0.6	0.3	2	0.6	7	-1.2	2	1	0
CCOc1ccc(CNS(=O)(=O)c2c(C)nc3sccn3c2=O)cc1OC	1.4	-1.0	-3	-0.9	-6	-0.1	-6	0	-1
CCc1ccc(NC(=O)CSc2nnc(C3CC3)n2CC2CCCO2)cc1 (stereo unspecified)	0.2	0.5	5	-0.8	5	-0.3	-1	0	0
O=C(N/N=C/C1CCCCC1)c1cc(Cl)ccc1O	/	1.2	/	-1.2	-11	-0.6	2	3	3
Cc1ccc(CCNC(=O)c2nc(CS(=O)(=O)c3ccc(Cl)cc3)no2)cc1	-0.1	0.7	4	0.0	14	-0.3	0	8	-3
Cn1c2c(c(=O)n(C)c1=O)CN(Cc1ccc(F)cc1)CN2	/	-0.4	3	-0.9	1	i	-11	9	-4
Fc1ccccc1/C=C1\CCCC2=C1Nc1nnnn1C2c1ccccc1F (stereo unspecified)	/	-0.2	-7	0.3	-1	-1.4	1	-2	6
CCOC(=O)C1CCc2nc3ccccc3c(=O)n21 (stereo unspecified)	/	-0.7	-11	0.9	-3	0.6	10	-2	-3
CCOC(=O)c1cnc2c(Cl)c(Cl)ccc2c1N1CCN(C)CC1	/	-1.1	-8	-0.1	5	-0.6	-2	-18	2
COc1ccc(CC(=O)N/N=C(\C)CC(=O)Nc2ccc(N(C)C)cc2)cc1	-6.7	0.4	/	-1.2	-3	-1.5	7	-8	-4
Cc1cccc(N=C/C(C(=O)C(F)(F)F)=C(\O)c2ccco2)c1	-0.8	-0.6	/	1.6	-2	-0.4	1	-6	-3
COc1ccc(-c2csc(NC(=O)COc3ccc(N(C)S(=O)(=O)c4ccc(C)cc4)cc3)n2)cc1	/	0.1	13	-1.0	-2	-0.3	3	8	4
CCc1c2ccccc2nn1-c1ccccc1C(=O)C(C)=O	4.0	-5.1	-2	0.5	0	-2.3	7	1	-6
O=P(OC1CCCCC1)(OC1CCCCC1)C(Nc1ccccc1)c1cccnc1 (stereo unspecified)	0.8	0.3	-3	0.9	34	-0.5	-9	6	7
CCn1c(SC)nnc1-c1ccc(S(=O)(=O)N2CCCCC2)cc1	/	7.5	-20	-0.5	1	-0.9	-7	6	2
CCC(=O)N1CCN=C1SCc1c(F)cccc1Cl	0.6	-2.5	-18&-1	0.4	9	-4.6	-3	3	-5
CCNS(=O)(=O)c1ccc(NS(=O)(=O)c2cc(C)ccc2C)cc1	/	0.1	-9	0.7	3	2.0	-2	1	1
O=C(C1=C(O)C(=O)N(Cc2ccco2)C1c1cccs1)c1cccs1 (stereo unspecified)	2.8	0.0	-7	-1.2	9	-2.2	0	-3	4
NS(=O)(=O)c1ccc(NC(=O)NC2CCCCC2)cc1	/	-0.1	2&-9	-0.4	3	32*	-3	-10	-5

An excerpt (hit frequency here may not be typical).
